Myeloid diff MLP: promotes myeloid progenitor differentiation; 360,000 compounds, 1% hits; AID 624256; ER-HoxA9 myeloid progenitors, lysozyme-GFP differentiation, flow cytometry; calls only at 10 µM;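 active = normalized GFP-positive differentiation at or above the plate's own cutoff, the solvent-only control mean plus 3 SD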;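 note: cells exposed to compound for four days before flow analysis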
Myeloid diff MLP GFP+ MAC1+ %: second read-out of Myeloid diff MLP, no call of its own (marks repeat the call); GFP+ MAC1+ double positive, %; measured here: differentiation confirmed by MAC1 staining
Starred values were filed as active, the others as inactive; i = inactive; + = active, no number.

SMILES | Myeloid diff MLP | Myeloid diff MLP GFP+ MAC1+ %
O=C(Cc1ccc(NC(=O)C2CCN(C(=O)C3CC3)CC2)cc1)Nc1cccc(C(=O)N2CCCC2)c1 | i | 0.7
CC(C)CN(C(=O)CN(C)CC(=O)Nc1ccccc1C#N)c1c(N)n(CC(C)C)c(=O)[nH]c1=O | i | 0.5
OC(c1ccc(F)c(F)c1)c1nc(-c2cccs2)cs1 (stereo not given) | i | 0.7
CC1(C(=O)NS(C)(=O)=O)CCN1C(=O)Cc1ccc(-c2ccccc2)cc1 (stereo not given) | i | 1.6
COC(=O)[C@]1(CC(C)C)N[C@H](c2ccc(SC3CCCCC3)cc2)[C@@H]2C(=O)N(C)C(=O)[C@@H]21 | i | 2.2
O=C(Nc1ccccc1)c1cc(C2CCCCN2S(=O)(=O)Cc2cccc(C(F)(F)F)c2)on1 (stereo not given) | i | 0.3
O=C(Nc1ccc2c(c1)[C@H]1C[C@@H](CC(=O)N3CCOCC3)O[C@@H](CO)[C@H]1O2)C1CCOCC1 | i | 0.6
Nc1nc2cc(S(=O)(=O)N3CCOCC3)ccc2o1 | i | 1.6
O=C1c2ccccc2C(=O)N1CCCn1c2ccc(Cl)cc2c2nc3ccccc3nc21 | i | 0.4
COc1ccc(NC(=O)C2(C)CCN2C2Cc3ccccc3C2)cc1OC (stereo not given) | i | 2.1
CC1=C(C(=O)N(C)C)CC(CC(=O)NC2CCCCC2)C(=O)N1Cc1ccc(F)cc1 (stereo not given) | i | 0.2
CCN(CC)C(=O)C1=C(C)N(Cc2ccccc2)C(=O)C(CC(=O)NCC2CCCCC2)C1 (stereo not given) | i | 0.9
O=C1NC(=O)C(c2ccccc2)N1 (stereo not given) | i | 0.7
Cc1cc(NC(=O)OC(C)(C)C)c(-n2nnnc2C(C(=O)c2ccc3c(c2)OCO3)N2CCN(c3ccccn3)CC2)cc1C (stereo not given) | i | 0.8
CC(=O)Nc1cc(-c2ccc(N3CCN(C)CC3)cc2)cn2c(-c3cccc(C(=O)N(C)C)c3)cnc12 | i | 0.3
CCNC(=O)C1(C)CCN(Cc2ccc(C(F)(F)F)cc2)C1 (stereo not given) | i | 0.9
CC(C)N(C(=O)[C@H]1CC(CC(=O)NCCCN(C)C)C(=O)N2CCc3c([nH]c4ccccc34)[C@]12C)C(C)C (stereo not given in full) | i | 0.1
CN(C)c1ccc(-c2ccnc3c2CC(C)(C(=O)Nc2cccc(N(C)C)c2)O3)cc1 (stereo not given) | i | 0.5
C[C@@H]1CN([C@@H](C)CO)C(=O)c2cc(NS(C)(=O)=O)ccc2O[C@@H]1CN(C)Cc1ccc(C(F)(F)F)cc1 | i | 2.1
CCOC(=O)[C@]12CCCC=C1N(Cc1ccco1)C(=O)[C@H](CC(=O)N1CCOCC1)C2 | i | 0.9
COc1cc(OC)c(OC)cc1/C=C/C(=O)OCC(=O)Nc1c(C)n(C)n(-c2ccccc2)c1=O | i | 0.2
C/C=C/c1cnc2c(c1)C(=O)N([C@@H](C)CO)C[C@H](C)[C@@H](CN(C)S(=O)(=O)c1ccc(C)cc1)O2 | i | 0.5
Cc1ccc(S(=O)(=O)NCCC(=O)NC2CCCCCC2)cc1C | i | 0.5
O=C(COC(=O)c1ccc(O)cc1)NC1CCCCCCC1 | i | 0.5
Cc1ccc(Cc2c(C3CCCCC3)nc3ccc(Br)cn23)cc1 | i | 1.7

In the list so far, 2 have an aryl methoxy group:
SMILES | Myeloid diff MLP | Myeloid diff MLP GFP+ MAC1+ %
COc1ccc(NC(=O)C2(C)CCN2C2Cc3ccccc3C2)cc1OC (stereo not given) | i | 2.1
COc1cc(OC)c(OC)cc1/C=C/C(=O)OCC(=O)Nc1c(C)n(C)n(-c2ccccc2)c1=O | i | 0.2

New compounds follow
SMILES | Myeloid diff MLP | Myeloid diff MLP GFP+ MAC1+ %
CC(=O)CC1c2cc(F)ccc2C=C(c2ccsc2)N1c1ccc(C#CC2(O)CCCCC2)cc1 (stereo not given) | i | 0.7
CN1CCN(CCCNc2nc3ccccc3c3nc(-c4ccccc4)nn23)CC1 | i | 0.4
Cc1ccsc1C(=O)N1CCC1(C)C(=O)NCC(C)(C)C (stereo not given) | i | 0.5
Cc1c(NS(=O)(=O)c2cccc(C(=O)NCc3cccc(Cl)c3)c2)c(=O)n(-c2ccccc2)n1C | i | 0.8
COc1cccc(CN(C)C(=O)c2cccc(S(=O)(=O)Nc3cccc(C)c3)c2)c1OC | i | 0.8
CCOC(=O)C1=C(COC(=O)c2ccccc2OC)NC(=O)NC1C (stereo not given) | i | 0.7
CCCCNCCS(=O)(=O)NCc1ccc(OC)cc1 | i | 0.5
C[C@H](CO)N1C[C@H](C)[C@H](CN(C)S(=O)(=O)c2cn(C)cn2)Oc2ccc(NC(=O)Nc3ccc(C(F)(F)F)cc3)cc2CC1=O | i | 1.6
CC(Sc1nnc(C2CC2)n1C1CC1)C(=O)c1ccc(Br)cc1 (stereo not given) | i | 0.6
COc1cc(OC)c(C(=O)NNC(=O)c2ccccc2-n2cccc2)cc1OC | i | 0.3
COc1cc(CN2C[C@@H](CO)O[C@@H](n3cnc4c(NC5CC5)ncnc43)C2)cc(OC)c1OC | i | 1.0
COc1cccc(C=NNc2ccc([N+](=O)[O-])cn2)c1OC | i | 0.5
CCNC(=O)N(CC)C[C@H]1N[C@@](CC)(C(=O)OC)[C@H]2C(=O)N(Cc3ccccc3)C(=O)[C@@H]12 | i | 2.5
CCC(=O)N1CCCC(C(=O)NCc2ccc(C(C)C)cc2)CC1 (stereo not given) | i | 0.6
C[C@@H](O)CNC(=O)c1[nH]cnc1C(=O)N[C@H](C)c1ccccc1 | i | 0.4
CC1CCCN(C(=O)c2ccc3ncsc3c2)C1 (stereo not given) | i | 0.9
O=C(COC(=O)CN1CCSC1=O)Nc1ccc(F)cc1Cl | i | 1.0
COC(=O)C[C@@H]1C=C[C@H](NC(=O)Cc2ccccn2)[C@@H](CO)O1 | i | 2.0
Fc1ccc2cnc(-c3cccnc3)cc2c1 | i | 0.8
COc1ccc(C(NC(=O)C2CCN(CCCOc3ccccc3)CC2)c2ccccn2)cc1 (stereo not given) | i | 0.4
COc1ccc(CCNC(=O)CNS(=O)(=O)c2ccc(Br)cc2)cc1 | i | 0.5
COc1cccc(C(O)c2ncc(-c3ccc4ccccc4c3)[nH]2)c1 (stereo not given) | i | 0.6
CC(C)C[C@H]1CNC(=S)N1C[C@H]1CCCN1C[C@H](Cc1ccccc1)N1C[C@H](Cc2ccc(O)cc2)N(CCc2ccccc2)C1=S | i | 1.2
O=C(c1ccccc1)c1ccsc1C(=O)c1ccccc1 | i | 0.4
CCOc1ccc(CCN2C(=O)C(=O)N([C@@H](CC(C)C)CN3CCC[C@H]3CN3C(=O)C(=O)NC[C@@H]3Cc3ccccc3)C[C@@H]2Cc2ccc(O)cc2)cc1 | i | 1.2

Filtered by structure: the compounds so far containing a Cl atom.
SMILES | Myeloid diff MLP | Myeloid diff MLP GFP+ MAC1+ %
O=C1c2ccccc2C(=O)N1CCCn1c2ccc(Cl)cc2c2nc3ccccc3nc21 | i | 0.4
Cc1c(NS(=O)(=O)c2cccc(C(=O)NCc3cccc(Cl)c3)c2)c(=O)n(-c2ccccc2)n1C | i | 0.8
O=C(COC(=O)CN1CCSC1=O)Nc1ccc(F)cc1Cl | i | 1.0

(list continues)
SMILES | Myeloid diff MLP | Myeloid diff MLP GFP+ MAC1+ %
CC1=CC(=O)Nc2ccccc2S1 | i | 3.8
COc1ccc(C2=Nc3ccccc3NC(=O)C2N(C(=O)c2ccnc3ccccc23)c2ccccc2)cc1 (stereo not given) | i | 1.2
COc1ccccc1OCCNC(=O)CCNS(=O)(=O)c1ccc(C)cc1 | i | 0.3
CC(Sc1nnc(N)s1)C(=O)Nc1ccc2c(c1)OCO2 (stereo not given) | i | 0.8
CC(=O)c1ccc(NC(=O)CNc2cc(S(=O)(=O)N3CCOCC3)ccc2N2CCCC2)cc1 | i | 0.4
COc1ccc(Cl)cc1NC(=O)CN(C)C(=O)c1cccc(S(=O)(=O)N2CCN(C)CC2)c1 | i | 0.9
Cc1ccc(C=Cc2ccccn2)cc1 | i | 0.3
COc1ccc(CC(=O)OCC(=O)NC2CCCCC2)cc1OC | i | 0.7
CC(=O)c1ccc(S(=O)(=O)NCCOc2ccccc2)cc1 | i | 1.0
O=C(COC(=O)c1ccc(F)cc1F)NCc1ccc2c(c1)OCO2 | i | 0.7
CN(C(=O)COC(=O)C1CCN(S(=O)(=O)c2ccc(Cl)cc2)CC1)C1CCS(=O)(=O)C1 (stereo not given) | i | 0.5
Cc1cc(C)c2nc(-c3ccccc3)ccc2c1 | i | 2.6
COc1cc(C(=O)NCC(c2cccs2)N2CCOCC2)ccc1OCc1ccc(Cl)cc1 (stereo not given) | i | 0.1
CN1CCN(C2CN(C3CCCC3)S(=O)(=O)C2)CC1 (stereo not given) | i | 0.7
CCCCNC(=O)C[C@@H]1C[C@@]2(C(=O)OCC)CCC=C2N(Cc2ccc3c(c2)OCO3)C1=O | i | 0.6
CC(NS(=O)(=O)c1ccc2[nH]c(=O)[nH]c2c1)c1ccc(F)cc1 (stereo not given) | i | 0.7
COc1cccc(S(=O)(=O)Nc2ccc3c(c2)C(=O)N(C)C[C@H](OC)[C@H](C)CN(Cc2ccccc2F)[C@@H](C)CO3)c1 | i | 2.8
CC1(C(=O)NS(=O)(=O)c2cccs2)CCN1C(=O)CC1CCCC1 (stereo not given) | i | 1.4
Cc1ccccc1C1CC(=O)Oc2cc(O)ccc21 (stereo not given) | i | 6.2
CCCS(=O)(=O)NC(=O)C1(C)CCN(C(=O)c2ccc(OC(F)F)cc2)C1 (stereo not given) | i | 1.3
CCOC(=O)C[C@@H](C#N)NC(=O)[C@@H]1CCCN1C(=O)[C@@H](NC(=O)c1ccc(N)c(Cl)c1)C(C)(C)C | i | 0.7
O=C(CSc1nnc(-c2ccncc2)o1)Nc1cccc(Cl)c1 | i | 1.7
CC(C)c1ccc(C2OC(CCc3ccccc3)Cc3[nH]c(=S)[nH]c(=O)c32)cc1 (stereo not given) | i | 1.0
O=C(Nc1nnc([C@H]2C[C@H](O)[C@@H](CO)O2)s1)c1ccccc1F | i | 0.8
Cc1cccc(OCCC(=O)NNC(=O)Cn2nc(C)cc2C)c1 | i | 1.3

Single values from above.
For Myeloid diff MLP GFP+ MAC1+ %, `CC(C)C[C@H]1CNC(=S)N1C[C@H]1CCCN1C[C@H](Cc1ccccc1)N1C[C@H](Cc2ccc(O)cc2)N(CCc2ccccc2)C1=S` has the entry 1.2
For Myeloid diff MLP GFP+ MAC1+ %, `CC1CCCN(C(=O)c2ccc3ncsc3c2)C1` (stereo not given) has the entry 0.9

The list goes on:
SMILES | Myeloid diff MLP | Myeloid diff MLP GFP+ MAC1+ %
O=C(Nc1ccc2c(c1)OCCO2)C(c1ccncc1)n1c(=O)c(-c2cc3ccccc3[nH]2)nc2ccccc21 (stereo not given) | + | 12*
Cc1c(C)c(C)c(S(=O)(=O)NCCC(=O)N2CCN(Cc3ccc(C#N)cc3)CC2)c(C)c1C | i | 0.9
CN(CC(=O)Nc1ccccc1Cl)C(=O)Cn1cnc2ccccc2c1=O | i | 0.3
CNC(=O)C1(C)Cc2c(-c3ccc4c(c3)OCO4)ccnc2O1 (stereo not given) | i | 1.2
CCCCn1nnnc1C1(C)CCC(=O)N1CCCN1CCOCC1 (stereo not given) | i | 0.9
CC(C)CNC(=O)C1(C)CCCN1C(=O)c1cc2ccccc2s1 (stereo not given) | i | 1.0
CC(C)CN1C(=O)CSCC1(C)C(=O)NC(C)C (stereo not given) | i | 3.2
O=C(Nc1nnc([C@H]2C[C@H](O)[C@@H](CO)O2)s1)c1cccc(OC(F)(F)F)c1 | i | 1.2
COCCNC(=O)C1(C)CCCN(C(=O)c2ccco2)C1 (stereo not given) | i | 1.7
Cc1noc(C)c1-c1ccc(C(=O)NCc2ccncc2)c2occc12 | i | 0.4
C[C@H](CO)N1C[C@H](C)[C@@H](CN(C)C(=O)c2ccc(F)cc2)Oc2cc(Br)ccc2S1(=O)=O | i | 0.7
CN(CCc1ccccc1)C(=O)c1cccc(NC(=O)Cc2cccc(NC(=O)C3CCCN(C(=O)C4CCC4)C3)c2)c1 (stereo not given) | i | 0.4
CN1OC[C@@H]2CN(S(=O)(=O)c3ccccc3)[C@H](c3ccc(N4CCCCC4)cc3)C[C@@H]21 | i | 0.6
Cn1c(-c2ccccc2)c(Sc2ccccc2)c2cc(-c3ccc4cc[nH]c4c3)ccc21 | i | 1.1
CCCCNC(=O)C[C@@H]1C[C@@]2(C(=O)OC)CC(C)(C)CC=C2N(Cc2ccco2)C1=O | i | 2.1
CSc1ccccc1NC(=O)COC(=O)/C=C/c1ccco1 | i | 0.0
O=c1[nH]c2nc(Br)[nH]c(=O)c2[nH]1 | i | 0.9
CN(C)S(=O)(=O)c1cccc(C(=O)Nc2cc(S(=O)(=O)N3CCOCC3)ccc2N2CCCC2)c1 | i | 0.8
CCCc1nc2cc(C)c(Br)c(C)n2c1Cc1ccsc1 | i | 1.0
C[C@]12CC[C@H](O)CC1=CCC1C2CC[C@@]2(C)C1CC[C@@H]2NC(=O)[C@@H](N)CO (stereo not given in full) | i | 0.5
C[C@H](CO)N1C[C@H](C)[C@@H](CN(C)S(=O)(=O)c2ccccc2)Oc2c(NC(=O)c3ccncc3)cccc2C1=O | i | 1.1
O=C1CC(C(=O)O)C(c2ccccc2)c2ccccc21 (stereo not given) | i | 0.4
CC1(C)CC(=O)C=C(c2ccc(-c3cccc(C(N)=O)c3)cc2)C1=O | i | 0.4
CN(C(=O)CSc1cccc[n+]1[O-])c1ccccc1 | i | 1.0
O=C(NCc1ccccc1)c1cc(C2COCCN2C(=O)c2ccc(Cl)cc2)on1 (stereo not given) | i | 1.9
CC(=O)Nc1cncc(-c2ccccc2C(C)=O)n1 | i | 2.7
C[C@H](CO)N1C[C@H](C)[C@@H](CN(C)C(=O)Nc2ccccc2)Oc2ccc(NS(=O)(=O)c3cn(C)cn3)cc2C1=O | i | 3.0

Profiles as entered above.
Profile of `CC1(C)CC(=O)C=C(c2ccc(-c3cccc(C(N)=O)c3)cc2)C1=O` : Myeloid diff MLP = i; Myeloid diff MLP GFP+ MAC1+ % = 0.4
Profile of `O=c1[nH]c2nc(Br)[nH]c(=O)c2[nH]1` : Myeloid diff MLP = i; Myeloid diff MLP GFP+ MAC1+ % = 0.9

An excerpt (hit frequency here may not be typical).
